Screening data as filed in PubChem BioAssay.
FUS suppressor: rescues growth of FUS-expressing yeast. S. cerevisiae FUS-expressing, growth rescue, OD600, 24 h. Potency, µM (doses to about 76.6 µM), without a hit: at the top dose growth rescue (activation), usual class: activators. hit rate 0.24% among 390,000;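 note: potency is the fitted concentration of half-maximal effect; plate controls were DMSO vehicle for no effect and reference control for full effect; nearly all actives have a fitted effect of over 55% in size; some results filed as inactive show a strong effect at the top dose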
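Steps: raffinose overnight preculture; dilution to OD 0.005 in 2% galactose minimal medium; compound addition (concentration series); 24hr at 30C, 99% humidity; absorbance read at 600 nm.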
GLP-1R inv ag: acts as inverse agonist at human GLP-1 receptor; HEK293 GLP-1R CRE-luciferase, luminescence, 24 h; GLP-1R form is constitutively active; Potency, µM (doses to about 38.3 µM), for the others: at the top dose activity change, negative = inhibition, usual class: inhibitors; hit rate 1.6% among 410,000; P43220; note: potency is the fitted concentration of half-maximal effect; % is set by controls: 0 for no effect and ±100 for the full control effect; nearly all actives have a fitted effect of over 55% in size
Target sequence (P43220 whole entry, looked up): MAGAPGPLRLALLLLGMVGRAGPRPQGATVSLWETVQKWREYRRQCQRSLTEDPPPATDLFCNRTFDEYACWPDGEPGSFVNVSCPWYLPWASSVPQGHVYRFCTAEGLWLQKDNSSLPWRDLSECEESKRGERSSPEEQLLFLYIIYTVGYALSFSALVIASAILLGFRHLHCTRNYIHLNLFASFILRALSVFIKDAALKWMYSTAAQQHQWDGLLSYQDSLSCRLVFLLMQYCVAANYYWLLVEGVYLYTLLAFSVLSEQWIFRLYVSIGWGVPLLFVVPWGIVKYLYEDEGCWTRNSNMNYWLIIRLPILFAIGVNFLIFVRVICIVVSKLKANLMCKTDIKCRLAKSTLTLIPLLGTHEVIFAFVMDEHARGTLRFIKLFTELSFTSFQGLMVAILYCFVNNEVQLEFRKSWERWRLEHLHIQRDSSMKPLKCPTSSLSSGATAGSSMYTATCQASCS
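Assay principle: reduced luminescence from a cAMP-responsive reporter in HEK293 cells co-expressing a constitutively active GLP-1R. Conditions: 24 hr compound incubation, 37 deg C, 5% CO2.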
GLP1R cytotox: cytotoxicity counter-screen for GLP-1 receptor inverse agonists. HEK293 cAMP-luciferase reporter cells, luminescence, 24 h. Potency, µM (series often up to 38.3 µM), inactives show at the highest dose activity change, negative = inhibition, actives largely listed as inhibitors. hit rate 0.13% among 410,000;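 note: loss of luciferase light is scored as toxicity; potency is the fitted concentration of half-maximal effect; % is set by controls: 0 for no effect and ±100 for the full control effect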
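To flag toxic compounds, the library was rerun on cells for 24 hr at 37 deg C and 5% CO2. Viability-linked luminescence was captured 12 min after adding luciferase detection reagent.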
Abeta rescue: compounds reversing amyloid beta toxicity in yeast; yeast expressing A-beta42, growth rescue, OD600, 48 h; response scale: 0% DMSO, 100% iron-clioquinol control; Potency, µM (series often up to 46.1 µM), for inactives: at the highest dose growth rescue, usual class: activators; hit rate 0.063% among 410,000; AID 1347071; note: potency is the fitted concentration of half-maximal effect; nearly all actives have a fitted effect of over 55% in size
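Yeast growth medium received pinned compounds, then yeast cells expressing toxic A-beta were added; plates incubated at 30 C for 48 hr. Growth read as absorbance at 600 nm, normalized to DMSO and equimolar FeCl3 plus clioquinol controls.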
Mm-Cpn inhibitor: M. maripaludis TRiC chaperonin inhibition | hit rate 0.031% among 330,000 | AID 504842 | purified Mm-Cpn ATPase, ADP Transcreener TR-FRET | Potency, µM (series often up to 76.9 µM), inactives show at the top dose activity, negative = inhibition, usual class: inhibitors; note: potency is the fitted concentration of half-maximal effect; % is set by controls: 0 for no effect and ±100 for the full control effect; nearly all actives have a fitted effect of over 80% in size
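TR-FRET (320 nm excitation; 590 and 665 nm emission) reports ADP made from 10 uM ATP by 25 nM enzyme; compounds were preincubated 10 min, reaction run 30 min, both at 37°C.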
aSyn rescue: rescues yeast growth from alpha-synuclein toxicity; Potency, µM (series often up to 46.1 µM), inactives show at the top dose growth rescue (activation), hits mostly activators; AID 652106; Yeast expressing alpha-synuclein, growth rescue, BacTiter-Glo, 24 h; hit rate 0.14% among 370,000; note: potency is the fitted concentration of half-maximal effect; % of control where 0% means no effect; nearly all actives have a fitted effect of over 65% in size
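Rescue of yeast growth: cells expressing toxic alpha-synuclein, induced in galactose at OD600 0.02, incubated with compound 24 h at 30 C. ATP luminescence quantified growth; inhibitors of toxicity appear as activators.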
PTHR1 agonist: agonists of human PTHR1 parathyroid hormone receptor; Q03431; HEK293 GP2 PTHR1 cells, GloSensor cAMP luminescence, 1 h; hit rate 0.075% among 410,000; AID 743266; Potency, µM (doses to about 115 µM), without a hit: top-dose activation, usual class: activators; note: potency is the fitted concentration of half-maximal effect; nearly all actives have a fitted effect of over 55% in size; some results filed as inactive show a strong effect at the top dose; inactives centre near -15; many of its hits are not listed in these tables
Target sequence (Q03431 whole entry, looked up): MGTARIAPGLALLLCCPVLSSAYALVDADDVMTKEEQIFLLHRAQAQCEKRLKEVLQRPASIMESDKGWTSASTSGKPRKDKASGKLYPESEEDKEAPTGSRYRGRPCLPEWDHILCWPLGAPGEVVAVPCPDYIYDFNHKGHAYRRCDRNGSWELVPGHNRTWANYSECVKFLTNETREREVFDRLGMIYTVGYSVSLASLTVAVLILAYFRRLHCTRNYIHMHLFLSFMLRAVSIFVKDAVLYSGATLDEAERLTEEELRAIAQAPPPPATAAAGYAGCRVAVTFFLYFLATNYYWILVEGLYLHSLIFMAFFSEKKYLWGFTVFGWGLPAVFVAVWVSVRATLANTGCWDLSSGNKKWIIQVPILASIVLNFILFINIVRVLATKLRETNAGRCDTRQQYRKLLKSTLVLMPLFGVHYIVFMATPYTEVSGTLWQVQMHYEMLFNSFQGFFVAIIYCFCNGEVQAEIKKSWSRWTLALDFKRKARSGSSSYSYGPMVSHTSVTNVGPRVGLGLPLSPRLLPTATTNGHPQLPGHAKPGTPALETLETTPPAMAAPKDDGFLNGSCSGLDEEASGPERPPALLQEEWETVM
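HEK-293-derived GP2 cells expressing PTHR1 and a GloSensor cAMP reporter, 3,000/well, plated overnight, given luciferin plus IBMX (each 0.5 mM as added) for 1 h at 37 °C, then compound for 1 h at 37 °C. Luminescence was read after 15 min at room temperature.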
TDP43 rescue: rescues yeast growth from TDP-43 toxicity. Potency, µM (titrated, usually from 46.1 µM), without a hit: top-dose growth rescue (activation), actives largely listed as activators. hit rate 1.8% among 410,000. TDP-43 expressing yeast growth rescue, BacTiter-Glo, 24 h; note: potency is the fitted concentration of half-maximal effect; % of control where 0% means no effect; nearly all actives have a fitted effect of over 50% in size
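In this qHTS, compounds that restore growth of yeast expressing TDP-43 appear as activators. Cells (OD600=0.02, galactose medium, raffinose-pregrown) are incubated with compound 24 hr at 30 deg C and growth is quantified by BacTiter-Glo.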
pAkt inh: blocks phosphorylation of Akt. Neuro2A IGF-stimulated pAkt S473 HTRF, 20 min; active compounds read low. activity change, % for hits at 50 µM. hit rate 0.32% among 360,000. AID 651550; in the data active = activity change below about -80%; inconclusive = mostly about -51% to -80%; note: % is set by controls: 0 for no effect and ±100 for the full control effect
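Neuro2A cells in DMEM with 0.5% FBS, overnight at 37 deg C, given compound at single 50 µM final, then IGF (6 nM final) for 20 min at 37 deg C. Lysed; phospho-Akt Ser473 by HTRF after 24 h, 665/615 ratio.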
* = called active by the depositor; i = inactive; ? = inconclusive; / = not tested or not shown; [ ] = dose if it differs, or a comment. Unless noted, calls come from the whole dose curve; as a rule, active = well fitted curve in the direction sought with a large enough effect; inconclusive = small, poorly fitted or top-dose-only effect, or another doubt; inactive = no such curve, though single readings can be large; an effect the other way counts as inactive or inconclusive. These rows are one share of the data; rates above refer to the full screens.

Structure | FUS suppressor | GLP-1R inv ag | GLP1R cytotox | Abeta rescue | Mm-Cpn inhibitor | aSyn rescue | PTHR1 agonist | TDP43 rescue | pAkt inh
COc1ccc(-c2ccc(=O)n(CC(=O)Nc3ccc(C(=O)NC4CC4)cc3)n2)cc1OC | ? | 205%[activator] | 66%[activator] | 5% | -5% | 3% | -19%[57.5 µM] | -3% | i
O=c1[nH]c2ccc(S(=O)(=O)N3CCN(c4ccccc4F)CC3)cc2s1 | 9% | ? | -23% | 21% | 1% | -6% | -35%[inhibitor] | 1% | i
CCOc1ccc(/C=N/NC(=O)C(C)Sc2ccccn2)cc1OCC (stereo not drawn) | 11% | 93%[activator] | 4% | -7% | 2% | -8% | -7% | -10% | i
COc1ccc(C(C)=O)cc1CSc1nnnn1-c1ccc(O)cc1 | -15% | 23% | -24% | 21% | 1% | 3% | -24% | 14% | i
CCc1cccc(NC(=O)CCS(=O)(=O)c2cccc3nonc23)c1 | -3% | ? | 6% | 3% | -1% | 6% | -39%[inhibitor][57.5 µM] | -2% | i
COC(=O)Nc1ccc(S(=O)(=O)N2CCN(C)CC2)cc1 | -1% | 3% | -4% | 5% | -1% | -1% | i | 1% | /
COc1ccc(S(=O)(=O)N2CCOC2CNC(=O)C(=O)NCc2cccnc2)cc1OC (stereo not drawn) | -18% | 17% | 6% | 13% | -2% | 0% | i | 6% | i
COc1ccc(C(=O)N2CCN(Cc3nc(CC4CC4)no3)CC2)cc1 | 3% | 2% | 11% | 2% | 0% | -9% | 12% | 6% | i
COc1cccc(Cn2nnc(C(=O)Nc3cc(C)ccc3OC)c2N)c1 | -9% | ? | 8% | -13% | -5% | 12% | -13% | -2% | i
O=C(Nc1ccc(Cl)cn1)c1ccc(COCC(F)(F)C(F)F)o1 | 11% | 2% | 6% | 4% | -4% | 2% | i | 18% | /
O=C1NC(c2ccccc2)=NC1(NS(=O)(=O)c1ccccc1)C(F)(F)F (stereo not drawn) | -3% | 3% | 5% | -6% | 3% | 1% | i | -14% | i
COc1ccc(OC)c(-c2cc(C(=O)NCCc3ccccc3)c3c(-c4ccc(C)cc4)[nH]nc3n2)c1 | 43% | ? | 1% | -9% | / | / | i | 9% | /
O=C1c2cccnc2C(O)N1C1CCCCC1 (stereo not drawn) | 32% | 16% | 9% | -11% | 1% | -1% | ? | 0% | /
Cc1ccc2c(c1)CN1CN2Cc2cc(C)ccc21 | 4% | 1% | 2% | 23% | 3% | 1% | -4%[57.5 µM] | 13% | i
CCOC(=O)C1C(c2ccc(O)c(OCC)c2)NC(=S)NC1(O)C(F)(F)F (stereo not drawn) | 13% | 6% | -5% | 3% | 1% | 1% | i | 10% | i
COc1ccc(CCNC(=O)C2CCN(C(=O)c3ccccc3C)CC2)cc1 | 5% | 3% | -8% | 6% | 2% | -1% | -4% | -11% | i
CC1(C)[C@@H](O)CC[C@]2(C)C3C(O)C=C4[C@H]5C[C@@](C)(CO)CC[C@]5(C)CC[C@]4(C)[C@]3(C)CC[C@@H]12 (stereo partly drawn) | -13% | -7% | 4% | 20% | -1% | 3% | -10% | -1% | i
CCCCOc1ccc(Nc2cc(Cl)ccc2C(=O)O)cn1 | 7% | ? | -6% | -42%[inhibitor] | -1% | -5% | -27% | -5% | i
CCOc1ccccc1CN1CCNC(=O)C1CC(=O)NCc1nc(C)cs1 (stereo not drawn) | / | 4% | -5% | 0% | 2% | -3% | -6% | -21% | i
CCN(C(=O)c1cccnc1SC)C12CC3CC(CC(C3)C1)C2 | 6% | ? | -18% | -13% | 1% | 11% | -24% | -45%[inhibitor] | i

A draw from above in order of number of heavy atoms, ascending.
Structure | FUS suppressor | GLP-1R inv ag | GLP1R cytotox | Abeta rescue | Mm-Cpn inhibitor | aSyn rescue | PTHR1 agonist | TDP43 rescue | pAkt inh
CCCCOc1ccc(Nc2cc(Cl)ccc2C(=O)O)cn1 | 7% | ? | -6% | -42%[inhibitor] | -1% | -5% | -27% | -5% | i
CCN(C(=O)c1cccnc1SC)C12CC3CC(CC(C3)C1)C2 | 6% | ? | -18% | -13% | 1% | 11% | -24% | -45%[inhibitor] | i
O=C1NC(c2ccccc2)=NC1(NS(=O)(=O)c1ccccc1)C(F)(F)F (stereo not drawn) | -3% | 3% | 5% | -6% | 3% | 1% | i | -14% | i
CCOc1ccccc1CN1CCNC(=O)C1CC(=O)NCc1nc(C)cs1 (stereo not drawn) | / | 4% | -5% | 0% | 2% | -3% | -6% | -21% | i

(next part)
SMILES,FUS suppressor,GLP-1R inv ag,GLP1R cytotox,Abeta rescue,Mm-Cpn inhibitor,aSyn rescue,PTHR1 agonist,TDP43 rescue,pAkt inh
Cc1nnc(SC(C)C#N)n1-c1ccccc1 (stereo not drawn),-5%,17%,3%,-6%,0%,-1%,-1%,-5%[9.22 µM],i
O=c1c(Cc2c(F)cccc2Cl)c(O)ccn1CCc1c[nH]c2ccccc12,29%,-22%,6%,5%,1%,1%,-8%,10%,i
CC(C)Cn1c(N)c(C(=O)COC(=O)c2ccc3c(c2)OCCO3)c(=O)n(C)c1=O,32%,-4%,-24%,13%,-4%,3%,-22%,0%,i
CC(C)CNC(=O)c1noc2c1CCCC2,1%,12%,-3%,7%,2%,8%,-34%,18%,i
Cc1c(C(=O)NCc2ccccc2Cl)sc2ncnc(N(C)C3CCCCC3)c12,21%,15%,13%,-4%,/,/,-27%,?,/
COc1ccc(OC)c(S(=O)(=O)n2ccc(C)n2)c1,26%,-1%,-5%,-5%,1%,-5%,i,/,i
Cc1cccc2c(N)c3c(nc12)N(C)CC3,-21%,1%,-13%,1%,-4%,1%,i,2%,i
Cc1cccc(N2CCN(c3ccc(NC(=O)c4ccccc4)cc3C(=O)O)CC2C)c1 (stereo not drawn),-1%,5%,3%,2%,/,/,-15%,4%,/
CCN(CCNC(=O)C1CC(=O)N(CCc2ccccc2)C1)c1ccccc1 (stereo not drawn),41%,?,-6%,11%,0%,-7%,-6%[57.5 µM],-10%,i
O=[N+]([O-])c1cc2c(cc1/C=N/n1c(-c3ccccc3)n[nH]c1=S)OCO2,2%,34%[activator],7%,5%,0%,-3%,-18%,-2%,i
COc1cccc(NC(=O)CSc2nnc3scc(-c4ccc(Cl)cc4)n23)c1,-2%,5%,2%,-26%,/,/,-82%[inhibitor],-5%,/
O=C(CN(C(=O)CSc1nnc(COc2ccccc2)o1)c1ccc(F)cc1)NC1CCCC1,1%,?,-8%,19%,0%,3%,2%[57.5 µM],-7%,i
CS(=O)(=O)Nc1ccccc1C(=O)Nc1cc2c(cc1C(=O)O)OCCCO2,35%,10%,2%,-14%,-5%,-16%,i,-33%[inhibitor],i
CC1CCCN(C(=O)C2CCN(Cc3ccc4c(c3)OCO4)CC2)C1 (stereo not drawn),17%,-22%,-2%,-16%,-1%,-4%,i,-15%,i
C/C(=N\NC(=S)NC1CCCCC1)c1ccc(Cl)c(Cl)c1,-42%,14%,7%,7%,0%,-8%,-1%,10%,i

In a second layout: 2 of the compounds above.
Every second line gives: FUS suppressor	GLP-1R inv ag	GLP1R cytotox	Abeta rescue	Mm-Cpn inhibitor	aSyn rescue	PTHR1 agonist	TDP43 rescue	pAkt inh
COc1ccc(CCNC(=O)C2CCN(C(=O)c3ccccc3C)CC2)cc1
  5%	3%	-8%	6%	2%	-1%	-4%	-11%	i
CC1(C)[C@@H](O)CC[C@]2(C)C3C(O)C=C4[C@H]5C[C@@](C)(CO)CC[C@]5(C)CC[C@]4(C)[C@]3(C)CC[C@@H]12 (stereo partly drawn)
  -13%	-7%	4%	20%	-1%	3%	-10%	-1%	i

More records:
SMILES,FUS suppressor,GLP-1R inv ag,GLP1R cytotox,Abeta rescue,Mm-Cpn inhibitor,aSyn rescue,PTHR1 agonist,TDP43 rescue,pAkt inh
O=C1C(=O)N(Cc2ccncc2)C(c2ccccc2F)/C1=C(\O)c1ccc2c(c1)OCCO2 (stereo not drawn),35%,-10%,-2%,?,-2%,-4%,i,-5%,i
O=C1NC(=Nc2ccc(Cl)cc2)/C(=C/c2ccco2)S1,1%,9%,-5%,-6%,-2%,-1%,-22%,1%,i
COc1cccc(CN2CCC(C(=O)N3CCC(C)CC3)CC2)c1,-20%,-12%,-10%,-6%,-4%,0%,-9%,4%,i
CCN(CC)c1ccc(C2NC(=O)NC(C)=C2C(=O)Nc2ccccc2)cc1 (stereo not drawn),5%,-11%,15%,3%,-1%,-1%,-42%[inhibitor][57.5 µM],0%,i
CC(C)NS(=O)(=O)c1ccc(NC(=O)C(C)OC(=O)C2CCC2)cc1 (stereo not drawn),0%,3%,-30%,2%,0%,0%,-5%,11%,i
COc1cc2oc(=O)ccc2cc1[C@@H](O)[C@@H]1OC(C)(C)OC1(C)C,21%,13%,-33%,-14%,0%,3%,-21%,-4%,i
